Assay outcomes: PubChem BioAssay, several laboratories
PolyA inh = inhibitors of polyadenylation in S. cerevisiae; S. cerevisiae SKY197-pL101 polyadenylation reporter, beta-gal luminescence; efflux-impaired pdr1/pdr3 knockout yeast; score 100 = 6 SD above DMSO; calls only at 12 µM; 0.02% of 300,000 active; AID 1875;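 active means lowest replicate activity score at least 50, where 100 means six control SD above control mean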;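 further: yeast exposed to compound for 9 h at 30 °C; higher score means more reporter readthrough which indicates perturbed polyadenylation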
TRPC4 inh = TRPC4 (mouse) channel inhibition | 0.39% of 300,000 active | HEK293 TRPC4beta/mu-opioid, DAMGO-evoked Fluo4 calcium flux; stronger effect = lower value | AID 2247 | Q9QUQ5 | B-score at 10 µM;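 active means B-score over 3 SD under the library average, no early fluorescence shift, positive overall ratio signal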
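Assay system: TRPC4beta/mu-opioid receptor HEK293 cell line; compound dosing: single concentration per test compound; detection: Fluo4 Ca2+ flux fluorescence; evaluation: per-well B score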
Platelet DG rel = modulates dense granule release in human platelets; human platelet-rich plasma, SFLLRN dense granule ATP release, luminescence; inhibition, %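 (compounds screened at 7.5 µM in platelet-rich plasma)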; 0.22% of 300,000 active;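 active means mean replicate score, as percent of positive control, at or above 50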
KCNK9 block = inhibitors of human KCNK9 two-pore domain potassium channel. Q9NPC2. HEK293 KCNK9, FluxOR thallium flux fluorescence; stronger effect = lower value. B-score at 10 µM. 1.2% of 310,000 active. AID 488922;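 active means ratio B-score over 3 SD below the library mean, with starting fluorescence within 5 SD of its mean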;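 further: negative B-score means less thallium flux so channel inhibition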
TRPC4 agonist = opens the mouse TRPC4 cation channel; HEK293 TRPC4beta/mu-opioid, Fluo4 calcium fluorescence; stronger effect = higher value; Q9QUQ5; 0.49% of 310,000 active; B-score at 10 µM; AID 2237;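 active means B-score above 5 SD of library B-scores, and initial fluorescence ratio not above library mean plus 5 SD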;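 further: positive B-score marks a calcium rise read as TRPC4 activation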
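Assay system: HEK293 stable line with TRPC4beta plus mu-opioid receptor. Times: dye 45 min RT, read 110 s. Measured by: kinetic Fluo4 calcium fluorescence. Measure: B score of integrated ratio. Controls: assay buffer as low control, maximal DAMGO as high control.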
KCNK3 block = human KCNK3 channel inhibition, primary screen. CHO-KCNK3 thallium flux, FluxOR fluorescence; stronger effect = lower value. AID 602410. B-score at 10 µM. O14649. 0.84% of 340,000 active;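 active means B-score under library mean minus 4 SD, starting fluorescence ratio at most library mean plus 5 SD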;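 further: more negative B-score means stronger inhibition of thallium flux through KCNK3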
Target sequence (O14649 whole entry, looked up): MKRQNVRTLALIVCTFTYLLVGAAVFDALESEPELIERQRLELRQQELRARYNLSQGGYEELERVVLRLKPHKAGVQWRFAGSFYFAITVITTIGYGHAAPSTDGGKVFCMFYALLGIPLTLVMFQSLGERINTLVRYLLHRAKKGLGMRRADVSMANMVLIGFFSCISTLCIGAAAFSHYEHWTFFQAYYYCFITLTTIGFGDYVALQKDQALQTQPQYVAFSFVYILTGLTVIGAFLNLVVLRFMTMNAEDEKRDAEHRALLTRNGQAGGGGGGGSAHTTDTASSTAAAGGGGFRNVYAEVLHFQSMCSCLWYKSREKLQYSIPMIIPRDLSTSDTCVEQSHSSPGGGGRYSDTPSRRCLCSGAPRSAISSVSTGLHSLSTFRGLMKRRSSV
TRPC4 PAM = allosteric potentiators of mouse TRPC4 channel; AID 2227; 0.42% of 310,000 active; Q9QUQ5; B-score at 10 µM; HEK293 TRPC4beta/mu-opioid, DAMGO EC20, Fluo-4 Ca2+ flux; stronger effect = higher value;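 active means B-score of calcium response area above 5 SD of library B-scores, with initial fluorescence ratio within 5 SD of library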;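 further: B-score of integrated fluorescence ratio over time as area under calcium response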
KCNQ1 block = blocks the human KCNQ1 potassium channel. P51787. CHO-K1 KCNQ1, FluxOR thallium flux fluorescence; stronger effect = higher value. B-score at 10 µM. 1.3% of 310,000 active. AID 2642;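 active means compounds whose thallium flux B-score, printed positive for inhibition, exceeds three library SD while starting fluorescence stays within three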;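 further: channel opened by potassium depolarization with thallium stimulus after 20 min compound exposure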
Target sequence (P51787 whole entry, looked up): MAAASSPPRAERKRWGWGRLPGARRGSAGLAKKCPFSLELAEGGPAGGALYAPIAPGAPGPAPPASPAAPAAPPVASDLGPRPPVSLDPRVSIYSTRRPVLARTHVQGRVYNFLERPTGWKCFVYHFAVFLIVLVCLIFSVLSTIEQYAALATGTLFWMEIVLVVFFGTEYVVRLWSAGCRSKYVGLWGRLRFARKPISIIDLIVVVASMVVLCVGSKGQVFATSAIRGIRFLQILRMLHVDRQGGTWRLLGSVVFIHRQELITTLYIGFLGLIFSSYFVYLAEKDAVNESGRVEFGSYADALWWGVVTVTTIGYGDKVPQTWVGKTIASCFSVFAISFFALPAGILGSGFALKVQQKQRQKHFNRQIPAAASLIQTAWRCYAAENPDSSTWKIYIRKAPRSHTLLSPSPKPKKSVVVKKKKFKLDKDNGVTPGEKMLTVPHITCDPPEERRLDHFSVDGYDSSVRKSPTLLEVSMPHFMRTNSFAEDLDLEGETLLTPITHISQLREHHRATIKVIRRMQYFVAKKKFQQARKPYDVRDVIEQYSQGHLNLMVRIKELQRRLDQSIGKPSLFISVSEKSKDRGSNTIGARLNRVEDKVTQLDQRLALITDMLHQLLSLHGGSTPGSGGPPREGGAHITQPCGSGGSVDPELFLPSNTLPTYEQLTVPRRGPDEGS
KCNQ1 act = potentiates or activates the human KCNQ1 potassium channel. P51787. CHO-K1 KCNQ1, thallium flux FluxOR fluorescence; stronger effect = higher value. B-score at 10 µM. 0.35% of 310,000 active. AID 2648;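 active means fluorescence ratio B-score, a plate-corrected score, at least three library SD, with initial intensity B-score within 5 SD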
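Assay system: stable KCNQ1 CHO-K1 line; medium: assay buffer, equal DMSO in all wells; timing: 90 min dye loading and 20 min compound exposure, both at room temperature; technique: kinetic FluxOR thallium fluorescence, 10-s 1-Hz baseline, 110-s post-stimulus read; read-out basis: B score of baseline-normalized fluorescence ratio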
hERG rescue = shields human hERG channel from block by proarrhythmic agents; Q12809; 0.51% of 310,000 active; CHO-hERG, FluxOR thallium flux, dofetilide IC70 present; AID 1511; activation (rescue from dofetilide block), less the hit threshold, % at 10 µM;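 active means activation above the mean of controls blocked by dofetilide plus 5 SD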;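 further: thallium influx through hERG after potassium depolarization seen as dye fluorescence rise; in these data hits start at about 4.7%; inactives centre near -7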
Dyrk1A ADPGlo = blocks rat Dyrk1A kinase activity | Q63470 | ADP-Glo luminescence, NFATc1 peptide | inhibition, % at 12.5 µM | 0.43% of 310,000 active | AID 504441; in the data active means inhibition above about 50%;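 further: plate controls were vehicle with enzyme for no effect and no enzyme for full effect; many of its hits are not listed in these tables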
Starred values were filed as active, the others as inactive; i = inactive; . = not tested or not shown.

Second line of a record – PolyA inh	TRPC4 inh	Platelet DG rel	KCNK9 block	TRPC4 agonist	KCNK3 block	TRPC4 PAM	KCNQ1 block	KCNQ1 act	hERG rescue	Dyrk1A ADPGlo
- CC(CCO)Nc1nc2c([nH]1)c(=O)n(C)c(=O)n2C (configuration not stated)
→ i	i	8	i	i	i	i	i	i	-6	2
- O=C(Nc1nccs1)c1nc(-c2ccccc2)n(-c2ccccc2)n1
→ i	i	3	i	i	i	i	i	i	-15	-1
- O=C1CN(C(=O)/C=C/c2ccc(Br)cc2)CCN1
→ i	i	5	i	i	i	i	i	i	-6	3
- NCCCn1cnc2ccccc21
→ i	i	-8	i	i	i	i	i	i	-20	-8
- c1cncc(-c2nc(NCc3ccco3)c3ccccc3n2)c1
→ i	i	1	i	i	i	i	i	i	-16	53*
- N#Cc1nc(Cc2ccccc2)oc1N1CCN(c2cccc(Cl)c2)CC1
→ i	i	4	-11*	i	i	i	i	i	-9	2
- O=c1oc2cc(O)c(Cl)cc2c2ccccc12
→ i	i	-2	i	i	i	i	i	i	-3	23
- COc1cc(C)c(CNc2ccc(OC)c(OC)c2)cc1C
→ i	i	-2	i	i	.	i	i	i	-13	.
- CCn1cc(C(=O)NCc2ccc3c(c2)OCO3)c2cc(OC)c(OC)cc2c1=O
→ i	i	.	i	i	i	i	i	i	-6	0
- N/C(=N\NC(=O)c1ccc(Cl)cc1)c1cnccn1
→ i	i	10	i	i	i	i	i	i	-7	-4
- Cn1cc(S(=O)(=O)N2CCC(Cc3ccccc3)CC2)c(=O)n(C)c1=O
→ i	i	-1	i	i	i	i	i	i	-8	-9
- COC(=O)N/C(C)=C1/NC(=O)c2ccccc2C(c2ccccc2)N1 (configuration not stated)
→ i	i	8	i	i	i	i	i	i	-6	16
- CCOCCCNC(=O)c1cn(C)c(=O)c2cc(OC)c(OC)cc12
→ i	i	-2	i	i	i	i	i	i	-7	-3
- CCNc1cccc2c1C(=O)N(C)C2=O
→ i	i	-1	i	i	i	i	i	i	-25	6
- O=C(Nc1cccnc1)c1ccc(Cl)c(S(=O)(=O)N2CCCCC2)c1
→ i	i	0	i	i	i	i	i	i	-7	3
- COc1ccc(CCN=C(N)NS(=O)(=O)c2cccs2)cc1OC
→ i	i	0	i	i	i	i	i	i	-10	3
- O=C(c1cccs1)N1CCC(c2nc3c(nnn3Cc3cccc(Cl)c3)c(=O)[nH]2)CC1
→ i	i	8	i	i	i	i	i	i	-12	5
- CCc1nc(SCC(=O)N2CCCC2)c2c(=O)n(C)c(=O)n(C)c2n1
→ i	i	4	i	i	i	i	i	i	-10	-11
- CCn1cc(C(=O)NCc2ccco2)c(=O)c2cc(S(=O)(=O)N3CCCC3)ccc21
→ i	i	3	i	i	i	i	i	i	-13	6
- CC1(C)SC(=S)N(/N=C/c2ccc(O)cc2)C1N(O)C(=O)Nc1ccc([N+](=O)[O-])cc1 (configuration not stated)
→ i	i	19	i	i	i	i	10*	i	-14	-4

Among those listed so far, these have an NH in an aromatic ring.
Second line of a record – PolyA inh	TRPC4 inh	Platelet DG rel	KCNK9 block	TRPC4 agonist	KCNK3 block	TRPC4 PAM	KCNQ1 block	KCNQ1 act	hERG rescue	Dyrk1A ADPGlo
- CC(CCO)Nc1nc2c([nH]1)c(=O)n(C)c(=O)n2C (configuration not stated)
→ i	i	8	i	i	i	i	i	i	-6	2
- O=C(c1cccs1)N1CCC(c2nc3c(nnn3Cc3cccc(Cl)c3)c(=O)[nH]2)CC1
→ i	i	8	i	i	i	i	i	i	-12	5

(continued)
Second line of a record – PolyA inh	TRPC4 inh	Platelet DG rel	KCNK9 block	TRPC4 agonist	KCNK3 block	TRPC4 PAM	KCNQ1 block	KCNQ1 act	hERG rescue	Dyrk1A ADPGlo
- CC1CCCC(C)N1C(=O)COC(=O)c1cc(S(=O)(=O)N2CCOCC2)ccc1Cl (configuration not stated)
→ i	i	10	i	i	i	i	i	i	-6	9
- COc1ccc(Nc2nc(-c3ccccc3O)nc3ccccc23)cc1
→ i	i	-3	i	i	i	i	i	i	-3	-2
- COc1ccc2c3c(c(=O)oc2c1OCC(N)=O)CCCC3
→ i	i	-5	i	i	i	i	i	i	-1	-1
- COc1ccc(NC(=O)CNC(=O)c2nn(-c3ccc(OC)c(Cl)c3)c(=O)c3ccccc23)c(OC)c1
→ i	i	-12	i	i	i	i	i	i	-12	-4
- COc1ccc(CC(=O)NC2CCS(=O)(=O)C2)cc1 (configuration not stated)
→ i	i	5	i	i	i	i	i	i	-9	-6
- CCCc1[nH]n(-c2ccc([N+](=O)[O-])cc2)c(=O)c1C=NCCCn1ccnc1
→ i	i	4	i	i	i	i	i	i	-8	1
- Cc1cc(C)cc(NC(=O)COC(=O)c2cc(C)oc2C)c1
→ i	i	-11	i	i	i	i	i	i	-4	.
- CCN(Cc1ccccc1)CC(O)COc1ccccc1 (configuration not stated)
→ i	i	7	i	i	i	i	i	i	-1	-3
- CC1=CC(=C(C#N)c2nc3ccccc3s2)C=C(C)N1c1ccc(F)cc1
→ i	i	1	i	i	i	i	i	i	-2	-3
- O=C(O)c1ccc(NC2=C(n3nnc4ccccc43)C(=O)c3ccccc3C2=O)cc1
→ i	i	3	i	i	i	i	i	i	-18	0
- COc1ccc(N(CC(=O)N2CCN(c3ccccc3F)CC2)S(=O)(=O)c2ccc(C)cc2)cc1
→ i	i	-3	i	i	i	i	i	i	-15	-3
- CN(C)c1nc(SCCOC(=O)COc2ccc(Cl)cc2Cl)nc(N(C)C)n1
→ i	i	2	i	i	i	i	i	i	-7	0
- CN1CCN(c2nc(-c3ccc(Cl)cc3)cc(=O)[nH]2)CC1
→ i	i	.	i	i	i	i	i	i	-15	0
- Cc1no[n+]([O-])c1COc1ccc(/C=C2\NC(=S)NC2=O)cc1
→ i	i	0	i	i	i	i	i	i	-6	26
- N#Cc1ccc(C(CC(=O)O)N2Cc3ccccc3C2=O)cc1 (configuration not stated)
→ i	i	1	i	i	i	i	i	i	-7	-1
- COc1cc(C(=O)NCCC(=O)NCc2c(F)cc(F)cc2F)cc(OC)c1OC
→ i	i	1	i	i	i	i	i	i	-6	-3
- O=C(COc1cccc2cccnc12)N/N=C1\SCC(=O)N1CCc1ccccc1
→ i	i	22	i	i	i	i	i	i	-12	.
- COc1ccc(NC(=O)c2c(Cl)cnn2C)c(C)c1
→ i	i	0	i	i	i	i	i	i	-6	-1
- O=C1CCC(c2ccccc2)N1C(=O)c1cccnc1 (configuration not stated)
→ i	.	1	i	i	i	i	i	i	-7	7
- O=C(COC(=O)c1ccc(S(=O)(=O)NCc2ccco2)cc1)NCC1CCCCC1
→ i	i	1	i	i	i	i	i	i	-17	3

Shown as a hit in KCNK9 block, of those listed so far:
smiles,PolyA inh,TRPC4 inh,Platelet DG rel,KCNK9 block,TRPC4 agonist,KCNK3 block,TRPC4 PAM,KCNQ1 block,Dyrk1A ADPGlo
N#Cc1nc(Cc2ccccc2)oc1N1CCN(c2cccc(Cl)c2)CC1,i,i,4,-11*,i,i,i,i,2

Following part.
Second line of a record – PolyA inh	TRPC4 inh	Platelet DG rel	KCNK9 block	TRPC4 agonist	KCNK3 block	TRPC4 PAM	KCNQ1 block	KCNQ1 act	hERG rescue	Dyrk1A ADPGlo
- Clc1ccc(-c2nnc3cccc(Cl)n23)c(Cl)c1
→ i	i	1	i	i	i	i	i	i	-8	-2
- O=C(CSc1nncn1-c1cccnc1)N1CCOCC1
→ i	i	-3	i	i	i	i	i	i	-4	-3
- c1ccc(C2C3=C(CCCC3)Nc3ncnn32)cc1 (configuration not stated)
→ i	i	-4	i	i	i	i	i	i	-9	-3
- COc1cccc(CNS(=O)(=O)c2cc(-c3cc(C)no3)ccc2C(C)C)c1
→ i	i	8	i	i	i	i	i	i	-7	.
- COc1ccc(-c2nnc(SCC(=O)Nc3cc(S(=O)(=O)N4CCCCC4)ccc3Cl)n2N)cc1
→ i	i	10	i	i	i	i	i	i	-8	-12
- COc1cc(C(=O)NCC(C)C)c([N+](=O)[O-])cc1OC
→ i	i	-6	i	i	i	i	i	i	-5	1
- O=C(O)c1ccccc1-c1ccccc1C(=O)Nc1ccc2c(c1)[nH]c(=O)c1ccccc12
→ i	i	0	i	i	i	i	i	i	-7	-1
- Cc1ccc(S(=O)(=O)NCC(=O)OCC(=O)Nc2cccc(S(=O)(=O)NC3=NCCCCC3)c2)cc1C
→ i	i	1	i	i	i	i	i	i	-12	5
- CCOC(=O)c1sc(NC(=O)CSc2nc(-c3ccco3)cc(C(F)(F)F)n2)c(C(=O)OC)c1C
→ i	i	-12	i	i	i	i	i	i	-12	-7
- O=C(Nc1cnccn1)C1c2ccccc2Oc2ccccc21
→ i	i	-2	i	i	i	i	i	i	-8	-1
- CCc1ccccc1NC(=O)c1ccc2snnc2c1
→ i	i	-2	i	i	i	i	i	i	-7	8
- O=C(Nc1nccs1)C1CCCN(S(=O)(=O)c2cccnc2)C1 (configuration not stated)
→ i	i	-1	i	i	i	i	i	i	-4	4
- CC(C)(C)c1ccc(C(=O)N2CCC(=O)N(C(CO)Cc3ccccc3)CC2)cc1 (configuration not stated)
→ i	i	-2	i	i	i	i	i	i	-9	3
- CCc1ccc(NC(=O)CSc2ccc(-c3ccco3)nn2)cc1
→ i	i	-1	i	i	i	i	i	i	-6	.
- CCC1CCCCN1C(=O)COc1cccc2c1CCN(C)C2=O (configuration not stated)
→ i	i	1	i	i	i	i	i	i	-8	.
- Cc1c(OCC(=O)N(C)C)ccc2c(-c3ccccc3)cc(=O)oc12
→ i	i	4	i	i	i	i	i	i	-1	1
- CCCNCc1cc(Br)ccc1OCC(=O)NCCc1ccccc1
→ i	-6*	-32	i	i	i	i	i	i	-1	4
- O=C(c1cc2c(=O)n3ccccc3nc2s1)N1CCN(Cc2ccc3c(c2)OCO3)CC1
→ i	i	0	i	i	i	i	i	i	-4	.
- CC(Nc1ccc(Cl)cc1)c1cc(Cl)ccc1O (configuration not stated)
→ i	i	-4	i	i	i	i	6*	i	-7	2

Some of these compounds in order of the Platelet DG rel value, descending.
mol	Platelet DG rel
CC1CCCC(C)N1C(=O)COC(=O)c1cc(S(=O)(=O)N2CCOCC2)ccc1Cl (configuration not stated)	10
COC(=O)N/C(C)=C1/NC(=O)c2ccccc2C(c2ccccc2)N1 (configuration not stated)	8
CCN(Cc1ccccc1)CC(O)COc1ccccc1 (configuration not stated)	7
CCn1cc(C(=O)NCc2ccco2)c(=O)c2cc(S(=O)(=O)N3CCCC3)ccc21	3
COc1cc(C)c(CNc2ccc(OC)c(OC)c2)cc1C	-2

A portion of the library (hit frequency here may not be typical).
